H37Rv inhibition: M. tuberculosis growth inhibition, HTS (AID 449762); 330,000 compounds, 0.59% hits; inhibition, % at 25 µM, or IC50 in µM where a hit was titrated; M. tuberculosis H37Rv growth inhibition, 7H9 media; higher % means a stronger effect; in the data active means a potency from the dose series; inconclusive means inhibition above about 70% without an active follow-up result;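 further: bacterial growth assessed after seven days of incubation; strong numbers were not always called active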
influenza NS1A: H1N1 influenza NS1A inhibitors, functional cell based assay (AID 504329); NS1A functional cell-based assay, percent inhibition; higher % means a stronger effect; one-dose inhibition, % at 12.5 µM; IC50 in µM for titrated hits; 340,000 compounds, 0.3% hits; in the data active means a potency from the dose series; inconclusive means inhibition above about 27% without an active follow-up result; further: strong numbers were not always called active
PhoP GFP inhibition: Inhibition of PhoP regulon, Salmonella typhi GFP reporter cells, confirmation, 4 h (AID 1850); Salmonella Typhi PhoP-promoter GFP reporter, fluorescence, 4 h; higher % means a stronger effect; inhibition, % at 50 µM, or IC50 in µM where a hit was titrated; 310,000 compounds, 0.33% hits; in the data active means a potency from the dose series; inconclusive means inhibition mostly from about 25% at the one dose, without a potency; inactive means the rest, 99 in 100 with inhibition below about 19%;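 further: 0% = induced wells with vehicle and 100% = uninduced wells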
inhibitors of VEEV: inhibitors of VEEV TC-83 cytopathic effect, confirmation, Vero cells (AID 588727); 350,000 compounds, 0.13% hits; Vero cells, VEEV TC-83 cytopathic effect inhibition; higher % means a stronger effect; inhibition, % at 20 µM; hits with a dose series show IC50 in µM; in the data active means a potency from the dose series; inconclusive means inhibition mostly from about 14% at the one dose, without a potency; inactive means the rest, 99 in 100 with inhibition below about 12%; further: strong numbers were not always called active
tuberculosis growth: growth inhibition of non-replicating M. tuberculosis (AID 488890); Mycobacterium tuberculosis non-replicating, growth inhibition; higher % means a stronger effect; inhibition, % at 25 µM; hits with a dose series show IC50 in µM; 320,000 compounds, 0.39% hits; in the data active means a potency from the dose series; inconclusive means inhibition mostly from about 82% at the one dose, without a potency; inactive means the rest, 99 in 100 with inhibition below about 76%;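 further: plate controls were DMSO cells for no effect and high antibiotic wells for full effect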
inhibitors of VEEV 10K pilot screen: recorded beside inhibitors of VEEV, whose call it bears; inhibition, %; measured here: 10K pilot screen inhibition
Starred values were filed as active, the others as inactive. The order is random, and some 1.4% of all compounds hit somewhere here.

Screening COc1ccc(S(=O)(=O)n2ccc(C(C)Oc3ccc(-c4ccccc4)c(F)c3)n2)cc1 (stereo not drawn) returned H37Rv inhibition 2%, influenza NS1A 12%, PhoP GFP inhibition -4%, inhibitors of VEEV 1.7%, tuberculosis growth -14% and inhibitors of VEEV 10K pilot screen 2.5.
For CCCN1CCN(S(=O)(=O)c2c(C)[nH]c(C)c2C(=O)N2CCCCC2)CC1 the results were H37Rv inhibition -7%, influenza NS1A -10%, PhoP GFP inhibition -14%, inhibitors of VEEV 0.4% and tuberculosis growth -22%.
COc1ccc(C(=O)N2CCC(C(N)=O)CC2)cc1S(=O)(=O)N1CCCC1 was read as H37Rv inhibition 5%, influenza NS1A -1%, inhibitors of VEEV 9.9% and tuberculosis growth -13%.
CC(Oc1ccccc1)C(=O)Nc1cccc(-c2nc3ccccc3[nH]2)c1 (stereo not drawn) was read as H37Rv inhibition 29%, influenza NS1A -11%, PhoP GFP inhibition 1%, inhibitors of VEEV 6.2% and tuberculosis growth 37%.
`CCN(CC)CCN1C(=O)C(O)=C(C(C)=O)C1c1ccccc1[N+](=O)[O-]` (stereo not drawn) gave H37Rv inhibition 1%, influenza NS1A -1%, PhoP GFP inhibition 0%, inhibitors of VEEV 1.6% and tuberculosis growth -7%.
`O=C(COC(=O)/C=C/c1cccs1)Nc1ccc(Cl)cc1F` gave H37Rv inhibition 7%, influenza NS1A 6%, inhibitors of VEEV inactive and tuberculosis growth 38%.
For Cc1ccc(C2(O)C(=O)c3ccccc3C2=O)c(O)c1C the results were H37Rv inhibition -13%, influenza NS1A -3%, PhoP GFP inhibition -1%, inhibitors of VEEV 6.5% and tuberculosis growth -4%.
CCc1c(C)nc(SCC(=O)N2CCCCC2C)[nH]c1=O (stereo not drawn) was read as H37Rv inhibition 8%, influenza NS1A 14%, PhoP GFP inhibition -2%, inhibitors of VEEV 0.9% and tuberculosis growth -2%.
Cc1c(CCC(=O)O)c(=O)oc2cc(O)ccc12 was read as H37Rv inhibition -9%, influenza NS1A -2%, PhoP GFP inhibition 3%, inhibitors of VEEV 3.4% and tuberculosis growth -9%.
For O=C(CC1Nc2ccccc2NC1=O)NC1CCCCC1 (stereo not drawn) the results were H37Rv inhibition -8%, influenza NS1A 0%, PhoP GFP inhibition 0%, inhibitors of VEEV 1.7% and tuberculosis growth 14%.
For C[C@@]12C(=O)N(Cc3ccco3)CC(=O)N1[C@H]1c3cc(Cl)ccc3OC[C@@H]1[C@@H]2c1ccccc1 the results were H37Rv inhibition 3%, influenza NS1A -10%, inhibitors of VEEV 7.6% and tuberculosis growth 34%.
Screening CCOC(=O)C(=NC(C)(C)C)NNc1cc(Cl)ccc1Cl returned H37Rv inhibition inconclusive, influenza NS1A -7%, PhoP GFP inhibition -8%, inhibitors of VEEV inactive and tuberculosis growth 77%.
`CC(O)c1nc2ccccc2n1CCCOc1ccccc1` (stereo not drawn) gave H37Rv inhibition 5%, influenza NS1A 11%, PhoP GFP inhibition -3%, inhibitors of VEEV 0.1% and tuberculosis growth 30%.
Screening COC(=O)C1CCN(Cc2ccc(C)cc2)CC1 returned H37Rv inhibition -1%, influenza NS1A -19%, PhoP GFP inhibition -3%, inhibitors of VEEV inactive and tuberculosis growth -5%.
`Cc1ccc(Cn2c(=O)oc3ccccc32)cc1` gave H37Rv inhibition -6%, influenza NS1A -3%, PhoP GFP inhibition 20%, inhibitors of VEEV 0.1% and tuberculosis growth 57%.
For O=C(N/N=C/c1cccc([N+](=O)[O-])c1)C1CC1c1ccccc1 (stereo not drawn) the results were H37Rv inhibition 5%, influenza NS1A 19%, PhoP GFP inhibition -10%, inhibitors of VEEV 0.5% and tuberculosis growth 0%.
Screening Cc1ccc(-n2c(C)cc(=O)cc2C)c(C)c1 returned H37Rv inhibition -3%, influenza NS1A -6%, PhoP GFP inhibition 1%, inhibitors of VEEV inactive and tuberculosis growth -2%.
For CCCN1C(=O)N(c2cccc(C)c2)C(C)(O)CC1(C)C (stereo not drawn) the results were H37Rv inhibition 0%, PhoP GFP inhibition -3%, inhibitors of VEEV 1.4% and tuberculosis growth -9%.
`FC(F)(F)c1ccccc1-n1c(CN2CCCCC2)n[nH]c1=S` gave H37Rv inhibition 5%, influenza NS1A -6%, PhoP GFP inhibition -8%, inhibitors of VEEV 8.3% and tuberculosis growth 25%.
COc1ccc(NC(=O)CC(c2ccccc2)c2ccco2)cc1 (stereo not drawn) was read as H37Rv inhibition 8%, influenza NS1A 0%, PhoP GFP inhibition -7%, inhibitors of VEEV 2.5% and tuberculosis growth 31%.
`COc1ccc(NC(=O)CSc2nc(C)cs2)c(OC)c1` gave H37Rv inhibition 0%, influenza NS1A -6%, PhoP GFP inhibition 6%, inhibitors of VEEV 1.6% and tuberculosis growth 34%.
CCNC(=O)CN(c1ccc(F)cc1)S(=O)(=O)c1ccc2c(c1)OCCO2 was read as H37Rv inhibition -3%, influenza NS1A 6%, PhoP GFP inhibition 6%, inhibitors of VEEV 0.1% and tuberculosis growth -1%.
`C#CCn1cc(/C=N/NC(=O)COc2cccc3cccnc23)c2ccccc21` gave H37Rv inhibition -10%, influenza NS1A -7%, PhoP GFP inhibition 15%, inhibitors of VEEV 7.8% and tuberculosis growth 7%.
Fc1ccc(N=Cc2ccc[nH]2)cc1 was read as H37Rv inhibition 13%, influenza NS1A -13%, PhoP GFP inhibition 8%, inhibitors of VEEV 2.2% and tuberculosis growth -10%.
For O=C(O)C(NC(=O)C1CCCN1C(=O)OCc1ccccc1)c1ccccc1 (stereo not drawn) the results were H37Rv inhibition 10%, influenza NS1A -3%, PhoP GFP inhibition 10%, inhibitors of VEEV 0.2% and tuberculosis growth -17%.
For Cn1c(=O)c2c(nc(NC3CCCCC3)n2CC(=O)C23CC4CC(CC(C4)C2)C3)n(C)c1=O the results were H37Rv inhibition -5%, influenza NS1A 13%, PhoP GFP inhibition -12%, inhibitors of VEEV 1.4% and tuberculosis growth 1%.
For O=C(CN1CCSC1=NCc1ccccc1)c1ccc(Cl)c(Cl)c1 the results were H37Rv inhibition 6%, influenza NS1A 2%, PhoP GFP inhibition 1%, inhibitors of VEEV 2.4% and tuberculosis growth 48%.
For Cc1ccc(NC(=O)C(OC(=O)c2ccc(F)cc2)c2ccccc2)cc1Cl (stereo not drawn) the results were H37Rv inhibition -2%, influenza NS1A 2%, PhoP GFP inhibition 5%, inhibitors of VEEV 0.9% and tuberculosis growth 14%.
For COc1ccccc1N1CCN(C2CCN(C3CCC(c4ccccc4)CC3)CC2)CC1 (stereo not drawn) the results were H37Rv inhibition -3%, PhoP GFP inhibition 0% and tuberculosis growth -10%.
Screening CCn1nc(NC(=O)Cc2ccc(OC)cc2)c2cc3cc(C)ccc3nc21 returned H37Rv inhibition 17%, influenza NS1A -3%, PhoP GFP inhibition -5%, inhibitors of VEEV 5.1% and tuberculosis growth -9%.
COc1ccc2c(c1)c(C(=O)N/N=C/c1ccccc1Cl)c(C)n2C was read as H37Rv inhibition 3%, influenza NS1A 17%, PhoP GFP inhibition 0%, inhibitors of VEEV 8.2% and tuberculosis growth -7%.
`CCCCCCCN=C(C)c1ccccc1O` gave H37Rv inhibition -7%, influenza NS1A -18%, PhoP GFP inhibition 5%, inhibitors of VEEV 5.9% and tuberculosis growth 27%.
`O=C(COC(=O)C1CC2CCCC(C1)C2=O)c1cccc(Br)c1` (stereo not drawn) gave H37Rv inhibition -3%, influenza NS1A -13%, inhibitors of VEEV inactive and tuberculosis growth 24%.
Screening CCOC(=O)Cc1csc(SCC(=O)NC2CCCC2)n1 returned influenza NS1A -4% and inhibitors of VEEV 1.1%.
Screening COC(=O)c1cccc(Oc2nc3c(c(=O)n(C)c(=O)n3C)n2Cc2ccc(C)cc2)c1 returned H37Rv inhibition 12%, influenza NS1A -14%, PhoP GFP inhibition 1%, inhibitors of VEEV 5.9% and tuberculosis growth 7%.
`COc1cc(NC2c3ncccc3C(=O)N2Cc2ccco2)cc(OC)c1` (stereo not drawn) gave H37Rv inhibition 0%, influenza NS1A -1%, PhoP GFP inhibition 2%, inhibitors of VEEV 1.0% and tuberculosis growth 6%.
Screening COc1ccc2cc(CCN3C(=O)c4ccccc4C3=O)c(=O)[nH]c2c1 returned H37Rv inhibition -10%, influenza NS1A 28%, PhoP GFP inhibition 12% and inhibitors of VEEV 1.8%.
For Clc1cccc(Cl)c1NC1=NCCC1 the results were H37Rv inhibition 0%, influenza NS1A 6%, PhoP GFP inhibition 0%, inhibitors of VEEV inactive and tuberculosis growth 10%.
For CC(=O)N(C(C)=O)c1cccc2c(N(C(C)=O)C(C)=O)cccc12 the results were H37Rv inhibition -5%, influenza NS1A -2%, PhoP GFP inhibition -5%, inhibitors of VEEV 1.4% and tuberculosis growth -13%.
Screening COc1cc(CO)c(OC)c([N+](=O)[O-])c1 returned H37Rv inhibition -4%, influenza NS1A -3%, PhoP GFP inhibition -21%, inhibitors of VEEV 1.7% and tuberculosis growth 3%.
For CCOC(=O)Cn1c(=O)oc2cc(S(=O)(=O)N3CCC(N4CCCCC4)CC3)ccc21 the results were H37Rv inhibition -4%, influenza NS1A 6%, PhoP GFP inhibition -3%, inhibitors of VEEV 1.0% and tuberculosis growth -1%.
For OCC1(CCc2ccccc2)CCN(C/C=C/c2ccccc2)CC1 the results were H37Rv inhibition -8%, influenza NS1A -28%, PhoP GFP inhibition 3%, inhibitors of VEEV inactive and tuberculosis growth 36%.
CCN(CC)CCN(C(=O)CCOc1ccccc1)c1nc2c(F)cc(F)cc2s1 was read as H37Rv inhibition -10%, influenza NS1A -1%, PhoP GFP inhibition 16%, inhibitors of VEEV 0.9% and tuberculosis growth -3%.
Screening Cc1ccc(NC2=NCC(=O)N2Cc2ccc3c(c2)OCO3)c(C)c1 returned H37Rv inhibition -2%, influenza NS1A 0%, PhoP GFP inhibition -1%, inhibitors of VEEV 0.7% and tuberculosis growth 12%.
Screening Cc1nn(CC(=O)OCC(=O)NCCc2ccc(F)cc2)c(C)c1[N+](=O)[O-] returned H37Rv inhibition -4%, influenza NS1A -3%, inhibitors of VEEV 1.5% and tuberculosis growth -1%.
`COc1ccc(-c2sc(C(=O)c3ccc(Cl)cc3Cl)cc2CC(=O)O)cc1` gave H37Rv inhibition -2%, influenza NS1A -3%, PhoP GFP inhibition -6%, inhibitors of VEEV 0.1% and tuberculosis growth 12%.
For COc1cccc(NC(=O)c2nc(S(C)(=O)=O)ncc2Cl)c1 the results were H37Rv inhibition inconclusive, influenza NS1A -1%, PhoP GFP inhibition 4%, inhibitors of VEEV inconclusive and tuberculosis growth 71%.
Screening CCCCCc1c(C)nc(N2CCc3ccccc32)[nH]c1=O returned influenza NS1A 4% and inhibitors of VEEV 9.2%.
Screening Cc1cc(C)n(-c2nc(-c3ccc(Cl)cc3)cs2)n1 returned H37Rv inhibition 7%, influenza NS1A -1%, PhoP GFP inhibition -2%, inhibitors of VEEV 2.7% and tuberculosis growth -3%.

Among those listed so far, these have four or more nitrogen atoms:
For CCCN1CCN(S(=O)(=O)c2c(C)[nH]c(C)c2C(=O)N2CCCCC2)CC1 the results were H37Rv inhibition -7%, influenza NS1A -10%, PhoP GFP inhibition -14%, inhibitors of VEEV 0.4% and tuberculosis growth -22%.
`FC(F)(F)c1ccccc1-n1c(CN2CCCCC2)n[nH]c1=S` gave H37Rv inhibition 5%, influenza NS1A -6%, PhoP GFP inhibition -8%, inhibitors of VEEV 8.3% and tuberculosis growth 25%.
`C#CCn1cc(/C=N/NC(=O)COc2cccc3cccnc23)c2ccccc21` gave H37Rv inhibition -10%, influenza NS1A -7%, PhoP GFP inhibition 15%, inhibitors of VEEV 7.8% and tuberculosis growth 7%.
For Cn1c(=O)c2c(nc(NC3CCCCC3)n2CC(=O)C23CC4CC(CC(C4)C2)C3)n(C)c1=O the results were H37Rv inhibition -5%, influenza NS1A 13%, PhoP GFP inhibition -12%, inhibitors of VEEV 1.4% and tuberculosis growth 1%.
Screening CCn1nc(NC(=O)Cc2ccc(OC)cc2)c2cc3cc(C)ccc3nc21 returned H37Rv inhibition 17%, influenza NS1A -3%, PhoP GFP inhibition -5%, inhibitors of VEEV 5.1% and tuberculosis growth -9%.
Screening COC(=O)c1cccc(Oc2nc3c(c(=O)n(C)c(=O)n3C)n2Cc2ccc(C)cc2)c1 returned H37Rv inhibition 12%, influenza NS1A -14%, PhoP GFP inhibition 1%, inhibitors of VEEV 5.9% and tuberculosis growth 7%.
Screening Cc1nn(CC(=O)OCC(=O)NCCc2ccc(F)cc2)c(C)c1[N+](=O)[O-] returned H37Rv inhibition -4%, influenza NS1A -3%, inhibitors of VEEV 1.5% and tuberculosis growth -1%.

Screening data (PubChem)
